Chronic BCR inh – blocks chronic active B-cell receptor signaling; ABC-DLBCL IkBa-CBG/CBR reporter, luminescence ratio, 4 h; hit rate 0.05% among 340,000; Potency, µM (highest dose often 46.1 µM), without a hit: top-dose ratio change, negative = lower green/red ratio, most hits filed as inhibitors; active = well fitted inhibition curve with a large enough effect in the signal ratio, with a control signal flat, not every such curve was filed as active; inconclusive = small, poorly fitted or top-dose-only effect, or effect the other way, or a change in a side signal; the % refers to the signal ratio;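 also: potency is read from the fitted curve at half-maximal effect; plate controls were basal doxycycline-induced cells for no effect and cells given 10 µM MG132 for full effect; MG132 reads +100%, hits lower the ratio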
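Cell line TMD8 (human ABC DLBCL), stably expressing tet-inducible CBG68-IkBa fusion and CBR; IMDM/0.5% FBS; cpd up to 46 uM; dox induction, 4 h, 37C/5% CO2; dual luminescence; green/red ratio; MG132 control.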
Tb PFK inh – T. brucei PFK enzyme inhibition. O15648. hit rate 0.17% among 330,000. AID 485367. T. brucei PFK, ADP-Glo luminescence. Potency, µM (doses to about 57.5 µM), inactives show at the highest dose activity, negative = inhibition, hits mostly inhibitors;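 also: potency is read from the fitted curve at half-maximal effect; 0% = uninhibited 1x PFK enzyme wells and -100% = no-enzyme wells; nearly all actives have a fitted effect of over 60% in size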
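Activity is normalized to no-enzyme wells (full inhibition) and 1.25 nM enzyme wells (no inhibition). Reaction: 0.5 mM F6P, 0.1 mM ATP, 45 min RT, ADP-Glo luminescence; concentration-response curves fitted and classed by quality.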
a7 integrin act – integrin-mediated muscular dystrophy alleviation activation; alpha7betagal myoblasts, beta-gal FDG fluorescence, 48 h; Potency, µM (top dose mostly 38.3 µM), inactives show at the highest dose activation, hits mostly activators; hit rate 0.064% among 350,000;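 also: potency is read from the fitted curve at half-maximal effect; 100% = response of the positive control SU9516; nearly all actives have a fitted effect of over 60% in size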
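alpha7betagal+/- myoblasts (passage 13, 250/well) treated 48 h at 37C with compounds at 1:260 dilution of DMSO stock. Lysed, then beta-galactosidase activity read as FDG fluorescence (ex 480/em 540) after 30 min, with pre-read for autofluorescence.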
AT treatment – potential ataxia-telangiectasia treatment; […] A-T fibroblasts, KAP-1 phosphorylation AlphaLISA; neocarzinostatin DNA damage 30 min before lysis; Potency, µM (doses to about 57.5 µM), for the others: at the highest dose activation, actives largely listed as activators; hit rate 0.19% among 320,000; AID 485349; also: potency is read from the fitted curve at half-maximal effect; % of control where 0% means no effect; nearly all actives have a fitted effect of over 45% in size
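hTERT-immortalized A-T patient fibroblasts ([…]), 500 cells/well in OPTI-MEM, 1% FBS, got compounds for 60 min, then NCS for 30 min at 37C. Lysates were then assayed for phospho-KAP-1 by AlphaLISA (anti-pKAP1 donor, anti-KAP1 acceptor beads), 6 hr at 25C.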
TCR activator – activates T cell receptor signaling. primary human leukocytes, anti-CD3, IL-2 HTRF, 48 h. Potency, µM (titrated, usually from 9.22 µM), without a hit: at the highest dose activation of IL-2 secretion, most hits filed as activators. 330,000 tested, under 10 active; also: % of control where 0% means no effect
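Readout: HTRF IL-2, Eu-cryptate/d2 antibody pair, 320nm excitation, 665nm emission. Stimulus: a-CD3 beads, no co-stimulation. Cells: primary human leukocytes. Exposure: 48 hr with compound.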
Eya2 phos inh – Eya2 (human) phosphatase inhibition; O00167; recombinant Eya2, OMFP fluorescence dephosphorylation (OMFP is methylfluorescein phosphate); Potency, µM (top dose mostly 76.9 µM), inactives show top-dose activity, negative = inhibition, most hits filed as inhibitors; hit rate 0.006% among 330,000; AID 488837; also: potency is read from the fitted curve at half-maximal effect; % is scaled to controls: 0 for no effect and ±100 for the full control effect
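Eya2 (0.2 uM) preincubated 10 min at ambient with compound, then OMFP substrate added at 50 uM; 10 min reaction in 50 mM HEPES pH 7.5, 50 mM NaCl, 5 uM MgCl2, 0.05% BSA, 1 mM DTT. Fluorescence read at Ex 485/Em 525 nm.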
PTAP TSG101 blk – blocks PTAP/TSG101 interaction to inhibit HIV-1 budding; 340,000 tested, under 10 active; Q99816; Fluorescence polarization, FITC-PTAP peptide / Tsg101 binding; Potency, µM (series often up to 115 µM), for the others: top-dose activity change, negative = inhibition, usual class: inhibitors; active = well fitted inhibition curve with a large enough effect in the main read-out, with a control signal flat, not every such curve was filed as active; inconclusive = small, poorly fitted or top-dose-only effect, or effect the other way, or a change in a side signal; inactive = no such curve, though single readings can be large or run the other way; also: potency is read from the fitted curve at half-maximal effect; % of control where 0% means no effect
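Tsg101 binding domain (10 uM final) was mixed with compound and a FITC-labeled PTAP peptide (50 nM final) in HEPES pH 7.5 buffer with NaCl, Tween 20, EDTA and TCEP; fluorescence polarization was read after 20 min at r.t.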
TSHR antag – antagonists of human thyroid stimulating hormone receptor; P16473; TSHR-expressing cells, TSH-stimulated cAMP HTRF, 2 h; stronger effect = lower value; activity change, negative = inhibition, % at 11.5 µM; hit rate 0.2% among 330,000; AID 504810;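 active = activity change below a set negative limit, meaning inhibition stronger than a set level, cut at about -70% in these data; inconclusive = activity change between two set negative limits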; also: % is scaled to controls: 0 for no effect and ±100 for the full control effect
Target sequence (P16473 whole entry, looked up): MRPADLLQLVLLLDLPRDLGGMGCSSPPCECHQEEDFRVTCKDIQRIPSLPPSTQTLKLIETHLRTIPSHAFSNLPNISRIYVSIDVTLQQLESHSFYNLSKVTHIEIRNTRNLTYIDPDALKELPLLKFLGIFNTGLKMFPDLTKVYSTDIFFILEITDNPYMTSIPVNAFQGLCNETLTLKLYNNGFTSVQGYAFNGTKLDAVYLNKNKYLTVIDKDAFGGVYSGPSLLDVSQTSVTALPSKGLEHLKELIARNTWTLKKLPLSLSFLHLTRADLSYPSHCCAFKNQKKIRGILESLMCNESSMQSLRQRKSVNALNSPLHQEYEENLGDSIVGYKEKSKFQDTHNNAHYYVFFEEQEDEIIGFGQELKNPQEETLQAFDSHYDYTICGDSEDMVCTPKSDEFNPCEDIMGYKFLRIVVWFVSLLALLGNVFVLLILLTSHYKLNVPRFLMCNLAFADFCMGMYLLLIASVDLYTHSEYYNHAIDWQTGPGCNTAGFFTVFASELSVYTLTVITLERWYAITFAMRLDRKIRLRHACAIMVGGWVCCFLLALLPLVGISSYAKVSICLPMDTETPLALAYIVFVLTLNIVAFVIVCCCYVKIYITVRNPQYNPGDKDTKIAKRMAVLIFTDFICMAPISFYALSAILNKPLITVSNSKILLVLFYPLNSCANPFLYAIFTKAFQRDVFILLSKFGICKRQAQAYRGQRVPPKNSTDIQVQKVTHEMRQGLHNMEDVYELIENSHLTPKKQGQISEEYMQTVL
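Competitive HTRF cAMP read-out (cryptate anti-cAMP antibody, cAMP-d2; 30 min, room temperature) in freshly harvested TSHR cells. Compounds added before TSH at EC80 (4nM final), followed by 2 hours' incubation at 37 deg C.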
Mito fusion act – mitochondrial division inhibition or fusion activation; S. cerevisiae fusion-defective mutant growth rescue, CellTiterGlo 48 h; Potency, µM (series often up to 46.1 µM), without a hit: at the highest dose growth rescue (activation), most hits filed as activators; hit rate 0.23% among 320,000; AID 485298;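 also: potency is read from the fitted curve at half-maximal effect; % of control where 0% means no effect; nearly all actives have a fitted effect of over 45% in size; temperature-sensitive fusion mutants such as fzo1-1 at 37 °C on non-fermentable ethanol glycerol medium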
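Luminescent cell viability in 1536-well qHTS format served as the measure of rescued growth in ts fusion-mutant S. cerevisiae cultured on non-fermentable YPEG for 48 hours at 37C.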
ASM inhibitor – human S-ASM enzyme inhibition; P17405; placental ASM, HMU-PC fluorogenic substrate, 60 min; Potency, µM (doses to about 57.5 µM), for the others: at the highest dose activity change, negative = inhibition, most hits filed as inhibitors; hit rate 0.006% among 340,000; also: potency is read from the fitted curve at half-maximal effect
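Fluorogenic HMU-PC substrate (9 uM final) is turned over by placental ASM in 60 min at 37 C after a 10 min compound preincubation. Reaction ended by alkaline stop (pH 10), with fluorescence read at 386/447 nm.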
ELG1 DNA repair – ELG1-dependent DNA repair inhibition. hit rate 2.3% among 330,000. AID 504467. HEK293T ELG1-luciferase reporter, luminescence, 16 h; DNA damage induced by 5-fluorouridine. Potency, µM (highest dose often 46.1 µM), inactives show at the highest dose activity change, negative = inhibition, actives largely listed as inhibitors; also: potency is read from the fitted curve at half-maximal effect; % is scaled to controls: 0 for no effect and ±100 for the full control effect; nearly all actives have a fitted effect of over 55% in size
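Luminescence from the luciferase reporter, measured 30 min after ONE-Glo reagent at room temperature, was the read-out. Beforehand, 2,000 cells per well were exposed for 16 hr at 37 °C to 5-fluorouridine together with compound or vehicle.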
* = called active by the depositor; [ ] = dose if it differs, or a comment. Unless noted, calls follow the shape of the dose curve; as a rule, active = well fitted curve in the direction sought with a large enough effect; inconclusive = small, poorly fitted or top-dose-only effect, or another doubt; inactive = no such curve, though single readings can be large; an effect the other way counts as inactive or inconclusive.

How did CN(C)c1ccc(C(=O)Nc2ccc(CN3CCS(=O)(=O)CC3)cc2)cc1 do in these assays?
Chronic BCR inh: 7%; Tb PFK inh: -4%; a7 integrin act: inconclusive; AT treatment: 8%; TCR activator: 10%; Eya2 phos inh: -2%; PTAP TSG101 blk: -19%; TSHR antag: -7; Mito fusion act: -1%; ASM inhibitor: 2%; ELG1 DNA repair: inconclusive

How did Nc1nc(SCC(=O)c2ccc([N+](=O)[O-])cc2)n[nH]1 do in these assays?
Chronic BCR inh: inconclusive; Tb PFK inh: -11%; a7 integrin act: 19%; AT treatment: 11%; TCR activator: -3%; Eya2 phos inh: -3%; PTAP TSG101 blk: -2%; TSHR antag: -27; Mito fusion act: 2%; ASM inhibitor: 4%; ELG1 DNA repair: -2%

How did O=S(=O)(/N=C(/Nc1ccc(F)cc1F)c1ccccc1)c1ccc(Br)cc1 do in these assays?
Chronic BCR inh: 0%; Tb PFK inh: -4%; AT treatment: -5%; TCR activator: -3%[46.1 µM]; Eya2 phos inh: 1%; TSHR antag: 18; Mito fusion act: 2%; ELG1 DNA repair: inconclusive

What do the screens show for `Cc1ccc(-n2nnnc2SCC#N)cc1`?
Chronic BCR inh: -1%; Tb PFK inh: -7%; a7 integrin act: -73%[inhibitor]; AT treatment: -13%; TCR activator: 6%; Eya2 phos inh: -1%; PTAP TSG101 blk: 0%; TSHR antag: 2; Mito fusion act: -3%; ASM inhibitor: -3%; ELG1 DNA repair: 10%

Results for O=C(CS(=O)c1cccc(Cl)c1)Nc1ccccc1Cl (stereo not drawn) ?
Chronic BCR inh: 4%; Tb PFK inh: -1%; a7 integrin act: 0%; AT treatment: 1%; TCR activator: 1%; Eya2 phos inh: 2%; PTAP TSG101 blk: -5%; TSHR antag: -7; Mito fusion act: 3%; ASM inhibitor: 0%; ELG1 DNA repair: -1%

How did CCn1nnnc1SCC(=O)N1c2ccccc2Sc2ccccc21 do in these assays?
Chronic BCR inh: -4%; Tb PFK inh: -4%; a7 integrin act: 9%; AT treatment: -4%; TCR activator: 5%[46.1 µM]; Eya2 phos inh: -6%; PTAP TSG101 blk: -7%; TSHR antag: -7; Mito fusion act: 1%; ASM inhibitor: 6%; ELG1 DNA repair: 3%

Results for Cc1ccc(CNC(=O)c2ccc3c(c2)NC(=O)C(N2CCOCC2)S3)cc1 (stereo not drawn) ?
Chronic BCR inh: 3%; Tb PFK inh: 2%; a7 integrin act: 20%; AT treatment: -2%; TCR activator: 0%; Eya2 phos inh: 2%; PTAP TSG101 blk: -2%; TSHR antag: -6; Mito fusion act: -4%; ASM inhibitor: 1%; ELG1 DNA repair: 1%

How did O=C(N/N=C/c1ccccn1)c1cc([N+](=O)[O-])cc([N+](=O)[O-])c1 do in these assays?
Chronic BCR inh: inconclusive; Tb PFK inh: -6%; a7 integrin act: -13%; AT treatment: 11%; TCR activator: 7%; Eya2 phos inh: -15%; PTAP TSG101 blk: -5%; TSHR antag: 0; Mito fusion act: 14%; ASM inhibitor: -1%; ELG1 DNA repair: 7%

How did Cc1ccccc1Nc1nc(-c2sc(NC(=O)c3ccco3)nc2C)cs1 do in these assays?
Chronic BCR inh: inconclusive; Tb PFK inh: 0%; a7 integrin act: -5%; AT treatment: -4%; TCR activator: 6%; Eya2 phos inh: -11%; PTAP TSG101 blk: 0%; TSHR antag: 0; Mito fusion act: 5%; ASM inhibitor: -7%; ELG1 DNA repair: inconclusive

Results for NC(=O)C1CCN(c2ccc(S(=O)(=O)N3CCC(Cc4ccccc4)CC3)cn2)CC1 ?
Chronic BCR inh: 0%; Tb PFK inh: -1%; a7 integrin act: -14%; AT treatment: -1%; TCR activator: 1%; Eya2 phos inh: 9%; PTAP TSG101 blk: -2%; TSHR antag: -6; Mito fusion act: -6%; ASM inhibitor: -5%; ELG1 DNA repair: inconclusive

Results for Cc1ccc(N2CC(C(=O)Nc3ccc(S(=O)(=O)Nc4ncccn4)cc3)CC2=O)cc1C (stereo not drawn) ?
Chronic BCR inh: inconclusive; Tb PFK inh: 2%; a7 integrin act: 3%; AT treatment: 2%; TCR activator: -6%; Eya2 phos inh: -10%; PTAP TSG101 blk: 0%; TSHR antag: 6; Mito fusion act: -2%; ASM inhibitor: 4%; ELG1 DNA repair: inconclusive

Results for CCCCCCN1C(=O)C(O)=C(C(C)=O)C1c1ccccc1[N+](=O)[O-] (stereo not drawn) ?
Chronic BCR inh: 6%; Tb PFK inh: -26%; a7 integrin act: 1%; AT treatment: -10%; TCR activator: 9%; Eya2 phos inh: 11%; PTAP TSG101 blk: -10%; TSHR antag: -8; Mito fusion act: 4%; ASM inhibitor: 7%; ELG1 DNA repair: -10%

What do the screens show for `CC1(C)Cc2c(sc(NC(=O)/C=C/C(=O)O)c2C#N)CO1`?
Chronic BCR inh: 6%; Tb PFK inh: -8%; a7 integrin act: -37%; AT treatment: -5%; TCR activator: 0%; Eya2 phos inh: -12%; PTAP TSG101 blk: 1%; TSHR antag: 3; Mito fusion act: -3%; ASM inhibitor: -2%; ELG1 DNA repair: -5%

How did CCOc1ccc(C2CC(=O)NC3=C2C(=O)CCC3)cc1Cl (stereo not drawn) do in these assays?
Chronic BCR inh: -2%; Tb PFK inh: -2%; a7 integrin act: -9%; AT treatment: 2%; TCR activator: 1%; Eya2 phos inh: 14%; PTAP TSG101 blk: -5%; TSHR antag: 8; Mito fusion act: 8%; ASM inhibitor: 2%; ELG1 DNA repair: -6%

What do the screens show for `Cc1ccc(CC(=O)N/N=C/c2ccc(OC(=O)c3ccc([N+](=O)[O-])cc3)cc2)cc1`?
Chronic BCR inh: -4%; Tb PFK inh: -2%; a7 integrin act: 24%; AT treatment: 5%; TCR activator: 7%[46.1 µM]; Eya2 phos inh: -3%; PTAP TSG101 blk: -6%; TSHR antag: -12; Mito fusion act: -9%; ASM inhibitor: 4%; ELG1 DNA repair: -7%

Results for CC(=O)N1CCN(C(=O)c2ccc(C(=O)c3ccccc3)cc2)CC1 ?
Chronic BCR inh: 3%; Tb PFK inh: 2%; a7 integrin act: -10%; AT treatment: 3%; TCR activator: 1%; Eya2 phos inh: 4%; PTAP TSG101 blk: -4%; TSHR antag: -10; Mito fusion act: 27%; ASM inhibitor: 3%; ELG1 DNA repair: -17%

What do the screens show for `CC(=O)c1ccc(-c2nnc(CCC(=O)N(C)Cc3cccc4cnccc34)o2)s1`?
Chronic BCR inh: 9%; Tb PFK inh: -4%; a7 integrin act: -2%; AT treatment: 0%; TCR activator: -63%; Eya2 phos inh: 0%; PTAP TSG101 blk: 2%; TSHR antag: 0; Mito fusion act: 1%; ASM inhibitor: 3%; ELG1 DNA repair: inconclusive

What do the screens show for `O=C(COC(=O)c1ccc(F)c(S(=O)(=O)N2CCOCC2)c1)NCc1ccc(F)cc1`?
Chronic BCR inh: inconclusive; Tb PFK inh: 0%; a7 integrin act: -2%; AT treatment: 1%; TCR activator: -9%; Eya2 phos inh: -3%; PTAP TSG101 blk: -1%; TSHR antag: -12; ASM inhibitor: 3%; ELG1 DNA repair: 25%

How did CCOC(=O)CN(C(=O)CCC(=O)Nc1cc(C)on1)C(C(=O)NC1CCCC1)c1cccnc1 (stereo not drawn) do in these assays?
Chronic BCR inh: 9%; Tb PFK inh: -2%; a7 integrin act: 7%; AT treatment: -7%; TCR activator: 6%; Eya2 phos inh: -12%; PTAP TSG101 blk: -5%; TSHR antag: 0; Mito fusion act: -1%; ASM inhibitor: -3%; ELG1 DNA repair: 1%

Results for O=C(NCc1ccccn1)c1ccccc1OCc1ccc(Cl)cc1Cl ?
Chronic BCR inh: -1%; Tb PFK inh: 0%; a7 integrin act: 28%; AT treatment: 17%; TCR activator: -2%; Eya2 phos inh: -11%; PTAP TSG101 blk: -8%; TSHR antag: -17; Mito fusion act: 20%; ASM inhibitor: -1%; ELG1 DNA repair: -6%

Screening results as filed in PubChem BioAssay.
